# DDE Tn7 FP inh: disrupts Tn7 cyclic peptide binding to fibrin D-Dimer-E complex; P02675; FP displacement of FITC-Tn7 peptide from fibrin DD(E); 0% = median of compound wells per plate; inhibition, % at 8.3 µM; actives 0.13% (n = 370,000); AID 720508;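 active means inhibition above the mean of compounds falling within the control limits plus 3 SD of them, cut at about 14% in these data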;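 further: 0% = plate median of compound wells and 100% = 10 µM Aha-Tn7 peptide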
#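 System: human fibrin DD(E); quantity: Fibrin-DD(E) at 2 µM final; also added: fluorescent Tn7 probe at 0.1 µM; compound dosing: single nominal test concentration of 8.3 µM per compound; schedule: 10 min preincubation, 3 h with tracer, room temperature; detection: fluorescence polarization of the labelled Tn7 tracer; repeats: one replicate per compound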
# KLK7 zymogen act: activators of human kallikrein-7 zymogen. purified proKLK7, EDANS-DABCYL substrate fluorescence; 100% is mature enzyme control, 0% vehicle. P49862. activation, % at 7 µM. actives 0.9% (n = 370,000);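 active means activation above the mean of all tested compounds plus 3 SD, computed per campaign excluding outliers beyond control limits, cut at about 13% in these data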
# Target sequence (P49862 whole entry, looked up): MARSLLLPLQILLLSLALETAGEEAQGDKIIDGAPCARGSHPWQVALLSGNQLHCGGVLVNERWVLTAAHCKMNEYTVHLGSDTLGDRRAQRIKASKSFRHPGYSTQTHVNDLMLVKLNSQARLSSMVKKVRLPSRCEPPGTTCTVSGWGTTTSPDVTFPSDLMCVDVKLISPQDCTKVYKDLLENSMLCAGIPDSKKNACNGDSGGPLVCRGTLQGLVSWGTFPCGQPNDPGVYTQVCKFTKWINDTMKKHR
# LEDGF integ inh: blocks HIV-1 LEDGF/p75-dependent DNA integration. actives 0.64% (n = 370,000). TR-FRET IN-LEDGF/p75 DNA integration, Eu/Cy5. inhibition, % at 3.7 µM. AID 743269;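 active means inhibition above the screen-wide mean plus 3 SD, cut at about 13% in these data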;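 further: signal is the Cy5 over europium emission ratio at 671 and 618 nm; 0% = plate median of compound wells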
# TCR-CD3 inh: blocks the human TCR-CD3 interaction; TAMRA-labeled TCR probe fluorescence, biochemical; AID 651800; inhibition, % at 9.4 µM; actives 0.37% (n = 360,000); in the data active means inhibition above about 19%;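 further: recombinant mutant TCR 2C K166C tagged with TAMRA read by polarization; 0% = receptor in buffer alone and 100% = receptor with positive control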
# MBD2 DNA inh: inhibitors of human MBD2 binding to methylated oligonucleotide. Q9UBB5. TR-FRET. inhibition, % at 4.4 µM. actives 0.31% (n = 370,000); in the data active means inhibition above about 13%
# Tn6 DDE FP: inhibitors of Tn6 peptide binding to human fibrin DD(E); Fibrin DD(E) TRITC-Tn6 fluorescence polarization displacement; actives 0.21% (n = 370,000); inhibition, % at 8.3 µM; P02675;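 active means inhibition above a per-campaign cutoff: mean of compounds within control limits plus 3 SD, cut at about 15% in these data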;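 further: 0% = median of all compound wells on the plate and 100% = blocking peptide control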
# SIAE primary: human SIAE inhibition, primary screen; Q9HAT2; SIAE FP-Rh probe binding, fluorescence polarization; inhibition, % at 9.66 µM; actives 0.69% (n = 370,000); AID 1053197;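 active means inhibition above a cutoff: mean of compounds within the control limits plus 3 SD of those, cut at about 17% in these data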;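 further: 0% = plate median of compound wells and 100% = probe without SIAE protein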
# UHRF1 MBD2 ctr: human UHRF1 methylated DNA binding inhibitors. UHRF1 binding to methylated oligo, TR-FRET. inhibition, % at 4.4 µM. actives 0.75% (n = 370,000); in the data active means inhibition above about 21%;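 further: UHRF1 SRA domain binding a hemimethylated CpG hairpin DNA probe; 0% = median of test compound wells and 100% = reference inhibitor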
# PRMT1 FP inh: inhibitors of human PRMT1 | inhibition, % at 2.79 µM | actives 1.3% (n = 370,000) | recombinant PRMT1, activity-based probe fluorescence polarization;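 active means inhibition above about 21% made by adding two undisclosed values, limit read from the data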
# Target sequence (Q99873 whole entry, looked up): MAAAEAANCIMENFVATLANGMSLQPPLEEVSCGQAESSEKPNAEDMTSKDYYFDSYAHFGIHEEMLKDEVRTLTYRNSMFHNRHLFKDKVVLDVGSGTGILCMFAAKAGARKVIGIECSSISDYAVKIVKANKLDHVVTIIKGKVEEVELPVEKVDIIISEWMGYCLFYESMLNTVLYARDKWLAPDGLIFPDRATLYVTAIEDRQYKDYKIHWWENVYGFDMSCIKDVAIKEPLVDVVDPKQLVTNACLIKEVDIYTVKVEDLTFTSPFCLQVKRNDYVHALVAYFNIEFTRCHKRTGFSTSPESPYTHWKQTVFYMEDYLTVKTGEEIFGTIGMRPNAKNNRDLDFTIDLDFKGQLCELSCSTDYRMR
# TDP2 inh: TDP2 (human) inhibition, absorbance primary screen; O95551; recombinant TDP2, T5PNP hydrolysis, p-nitrophenol absorbance 415 nm; inhibition, % at 12.8 µM; actives 0.34% (n = 370,000);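 active means inhibition above the mean of all tested compounds plus 3 SD, set per campaign, cut at about 25% in these data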;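 further: 0% = DMSO with enzyme and 100% = buffer with substrate but no TDP2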
# Target sequence (O95551 whole entry, looked up): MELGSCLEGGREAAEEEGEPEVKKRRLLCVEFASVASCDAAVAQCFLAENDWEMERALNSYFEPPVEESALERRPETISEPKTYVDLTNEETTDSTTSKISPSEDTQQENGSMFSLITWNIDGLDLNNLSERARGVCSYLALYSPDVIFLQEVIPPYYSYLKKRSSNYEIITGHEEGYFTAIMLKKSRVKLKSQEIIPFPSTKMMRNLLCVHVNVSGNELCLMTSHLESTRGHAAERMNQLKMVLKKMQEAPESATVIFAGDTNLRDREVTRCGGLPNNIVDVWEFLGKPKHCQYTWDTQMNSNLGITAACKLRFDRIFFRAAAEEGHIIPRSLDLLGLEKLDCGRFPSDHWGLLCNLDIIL
#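 Evaluation: % inhibition relative to enzyme-containing and enzyme-free wells. Material: recombinant human TDP2. Benchmarks: enzyme-free and DMSO wells. Timing: enzyme reaction with compound for 2 h at 37 °C. Compound dosing: 12.8 µM only. Measured by: p-Nitrophenol epi absorbance. Reagent: T5PNP substrate at 5 mM, a TopII-DNA adduct mimic. Replication: single well per compound.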
# Starred values were filed as active, the others as inactive; . = no result given.
SMILES,DDE Tn7 FP inh,KLK7 zymogen act,LEDGF integ inh,TCR-CD3 inh,MBD2 DNA inh,Tn6 DDE FP,SIAE primary,UHRF1 MBD2 ctr,PRMT1 FP inh,TDP2 inh
O=C(COc1cccc2cccnc12)N/N=C1\SCC(=O)N1Cc1ccccc1,-1.4,-0.2,1.4,-2.8,5.6,-5.6,5.6,15.5,0.1,3.8
COc1cc(NC(=S)NCCc2ccccc2)c(OC)cc1NC(=O)C(C)C,6.1,-0.1,2.9,4.2,-5.9,3.2,8.7,-2.5,-6.0,9.2
Cc1ccc(NC(=O)CN2C(=O)C3CC=C(Cl)CC3C2=O)cc1 (configuration not stated),5.5,-0.2,1.9,3.9,3.5,4.9,5.2,-2.0,-1.4,2.9
CCOc1ccc(/C=C/C(O)=C2/C(=O)N(C)C3(C)CC2c2ccccc2O3)cc1OC (configuration not stated),-4.0,-0.4,4.8,-4.9,0.2,4.8,0.5,1.1,-1.7,7.7
CC(OC(=O)CNC(=O)C12CC3CC(CC(C3)C1)C2)C(=O)Nc1ncc(Cl)cc1Cl (configuration not stated),-2.6,-0.3,1.6,2.3,-5.2,8.7,3.5,4.7,0.4,-7.1
COc1ccccc1NC(=O)C1CCCN(S(=O)(=O)c2ccccc2)C1 (configuration not stated),-3.7,0.4,1.9,-5.9,6.4,1.3,-7.0,0.5,2.2,6.0
COc1cccc(-c2nn(-c3ccccc3)cc2CN(C)Cc2ccon2)c1,-1.3,0.4,-1.9,-2.9,0.0,-2.4,2.4,6.5,1.1,-11.7
CC(=O)Nc1sc2c(c1C(c1ccccn1)N1CCN(C)CC1)CCCC2 (configuration not stated),3.9,0.8,2.3,5.1,1.0,5.5,-2.0,1.9,3.2,1.8
O=C(c1c(Cl)cccc1Cl)N1CCCCCC1,2.3,-0.2,2.5,3.6,3.6,4.7,-7.5,-0.1,-0.4,-8.7
CCOC(=O)Cn1c(C)[n+](CC(=O)c2ccccc2)c2ccccc21,-3.5,-0.5,-4.3,-3.9,0.8,2.6,0.1,1.7,9.3,-1.9
N=C(N)Sc1nc(N2CCCCC2)nc(N2CCCCC2)n1,3.5,0.0,-4.0,0.7,5.2,-3.1,3.3,4.9,1.3,4.1
O=C(Nc1ccc2c(c1)OCCO2)C1CC(c2ccc(F)cc2)=NO1 (configuration not stated),0.8,0.2,-1.9,2.8,-2.1,8.7,-5.3,-0.2,-1.3,0.6
COc1cccc(-n2c(CNC(=O)OC(C)(C)C)n[nH]c2=S)c1,3.8,-0.6,-0.9,-2.1,-0.7,3.4,5.0,-1.6,-0.3,-4.5
COc1ccccc1C=NN=C(N)C(N)=NN=Cc1ccccc1OC,-0.4,-0.3,-5.2,-5.1,1.5,-9.5,-12.2,1.2,4.6,-2.2
COc1ccc(OC)c(NC(=O)c2cccc(Cn3cc(Br)c([N+](=O)[O-])n3)c2)c1,-4.2,0.0,-4.8,10.8,-3.3,-1.3,7.0,-1.2,-1.1,-6.9

# Another view of 3 compounds above.
# Order of values: DDE Tn7 FP inh	KLK7 zymogen act	LEDGF integ inh	TCR-CD3 inh	MBD2 DNA inh	Tn6 DDE FP	SIAE primary	UHRF1 MBD2 ctr	PRMT1 FP inh	TDP2 inh
O=C(COc1cccc2cccnc12)N/N=C1\SCC(=O)N1Cc1ccccc1
→ -1.4	-0.2	1.4	-2.8	5.6	-5.6	5.6	15.5	0.1	3.8
COc1cc(NC(=S)NCCc2ccccc2)c(OC)cc1NC(=O)C(C)C
→ 6.1	-0.1	2.9	4.2	-5.9	3.2	8.7	-2.5	-6.0	9.2
Cc1ccc(NC(=O)CN2C(=O)C3CC=C(Cl)CC3C2=O)cc1 (configuration not stated)
→ 5.5	-0.2	1.9	3.9	3.5	4.9	5.2	-2.0	-1.4	2.9

# New compounds follow.
SMILES,DDE Tn7 FP inh,KLK7 zymogen act,LEDGF integ inh,TCR-CD3 inh,MBD2 DNA inh,Tn6 DDE FP,SIAE primary,UHRF1 MBD2 ctr,PRMT1 FP inh,TDP2 inh
c1ccc(-c2onc3c2CCCC3)cc1,6.3,0.2,0.4,-0.2,-3.1,3.1,9.6,-1.4,-4.9,4.2
CCOc1ncccc1C(=O)OCC(=O)Nc1cccc(C(C)=O)c1,2.7,0.1,-4.7,6.8,6.0,4.6,1.2,1.4,0.2,-8.9
C[C@H](CO)N1C[C@H](C)[C@@H](CN(C)C(=O)c2ccc(F)cc2)Oc2cc(Br)ccc2S1(=O)=O,12.7,-0.1,3.1,5.9,-3.7,-8.7,0.8,-1.5,1.2,2.7
O=C(Nc1ccc(N2CCOCC2)cc1)Nc1cnsn1,3.2,-0.1,5.4,8.3,-7.1,-1.9,1.7,-7.3,1.4,1.9
CC(C)Oc1ccc(C(=O)NCC(=O)N2CCN(S(=O)(=O)/C=C/c3ccccc3)CC2)cc1,4.1,0.2,0.5,2.3,2.0,8.2,-6.1,-3.7,-2.0,1.2
Cc1ccc(C)c(NC(=S)N(CCc2ccncc2)C(C)C)c1,0.8,-0.1,1.0,-4.6,-3.0,7.3,-3.8,-0.1,0.4,6.0
CCC/C(O)=N\S(=O)(=O)c1ccc(N=NN(C)C)cc1,-3.6,0.0,0.7,-5.2,-0.1,-8.3,3.5,2.2,-0.3,5.2
CCC(NC(=O)c1ccncc1)c1ccccc1 (configuration not stated),-3.1,0.2,3.2,5.7,-4.8,-2.1,-0.7,0.1,0.2,10.0
Oc1c(Cl)cc(Cl)c2c1NCCC2,-1.3,-0.4,-2.8,5.1,-4.7,1.7,14.4,-3.8,19.3,9.6
O=C(CN1C(=O)COc2ccc(S(=O)(=O)N3CCCC3)cc21)Nc1cccc(F)c1,-5.2,0.7,-2.5,3.4,6.6,-5.5,-6.7,1.0,1.5,-1.7
COc1ccc(S(=O)(=O)N2CCCC2CNC(=O)C(=O)NCc2ccc3c(c2)OCO3)cc1 (configuration not stated),-4.6,-0.6,-0.8,-2.9,3.5,-5.6,-3.8,-0.1,2.5,-3.0
O=C(O)c1ccc(Oc2nc3ccccc3s2)cc1,-1.2,-0.3,0.7,6.1,0.7,3.3,1.5,-2.3,-2.6,3.7
O=C(CN1c2ccccc2S(=O)(=O)c2ccccc21)NCc1ccccc1,1.6,-0.7,-0.2,5.8,-3.2,-1.8,-10.3,-1.7,0.7,9.2
O=C1Nc2cc(C(F)(F)F)ccc2N2CCCCC12 (configuration not stated),2.4,0.8,6.8,3.9,1.3,-6.5,1.5,-2.2,-5.8,-4.8
CCOC(=O)C1=CN(Cc2ccc(OC)cc2)C=C(C(=O)OCC)C1c1cccs1,0.2,-9.7,2.4,2.8,1.3,1.1,-2.7,-2.3,-0.1,-5.1
O=C(NCCO)c1ccc(Cl)c(Cl)c1,-1.4,0.3,-0.6,-3.8,-2.9,-3.9,3.7,2.5,-0.3,4.5
COc1cccc(CNc2nc3nc(C)c(Cl)c(C)n3n2)c1,4.2,1.6,-0.7,-8.7,0.9,5.1,6.9,4.1,5.2,-1.8
CC(C)(CNS(=O)(=O)c1ccc2ccccc2c1)N1CCOCC1,-2.2,-0.2,0.4,4.5,-3.9,-1.6,-4.7,1.3,1.8,-6.5
O=C(CCCN1C(=O)/C(=C\c2cccs2)SC1=S)NNC(=O)c1cccnc1,4.0,0.1,-6.0,-7.5,1.0,0.0,-8.0,3.5,7.0,-0.7
CCCCOc1ccccc1/C=N/NC(=O)CC#N,4.3,1.1,-3.4,-6.3,0.6,11.7,1.9,14.8,3.7,-7.5
COCCCNC(=O)CCC(=O)NNc1nc2ccccc2c2nc(-c3ccccc3)nn12,-7.7,0.8,0.9,0.4,2.6,-2.6,-0.7,1.1,-0.4,-0.6
Cc1c([N+](=O)[O-])cnc(Sc2ccccc2)c1[N+](=O)[O-],5.2,-0.1,5.1,-12.2,-6.5,-3.4,12.6,1.2,4.6,-16.2
CCCCNC(=S)NCCN1CCCCC1,6.4,-0.4,-2.4,2.3,-2.4,9.9,1.9,1.3,-1.1,5.7
CCOC(=O)C1=NOC(C(=O)NC2CCCC2)(C(=O)c2ccc(OC)cc2)C1 (configuration not stated),-2.9,0.0,1.8,.,0.8,-8.8,5.2,2.3,-1.9,-5.4
NS(=O)(=O)c1ccc(-n2nncc2C23CC4CC(CC(C4)C2)C3)cc1,2.9,-0.3,7.3,1.9,-0.7,-5.4,-8.8,0.2,-4.8,-5.3
Cc1nn(Cc2ccccc2)c(Cl)c1/C=C/C(=O)OC(C(=O)NC(N)=O)C(C)C (configuration not stated),-0.2,-0.2,5.4,-2.7,-4.7,1.4,0.1,-1.6,0.5,-5.0
COc1ccc(OC)c(NC(=O)CSc2nnc(C3CCCCC3)n2-c2ccccc2)c1,3.1,-0.2,0.5,2.7,6.8,-5.2,7.2,17.4,-0.5,11.2
COc1ccccc1C=CC(=O)C=Cc1ccccc1OC,4.5,-0.9,1.4,1.3,-6.7,-5.2,-7.0,2.0,3.6,16.4
COc1ccc(NC(=O)C2(C)Cc3c(-c4ccc5c(c4)OCO5)ccnc3O2)cc1 (configuration not stated),2.3,-0.9,3.5,-2.2,2.9,5.5,1.0,-0.7,0.9,9.0
O=C(c1ccc(S(=O)(=O)N2CCC(c3nc4ccccc4s3)CC2)cc1)N1CCCCC1,-3.3,-0.1,3.6,-4.3,-1.1,-2.9,5.8,14.1,-2.6,3.6
CCOC(=O)c1[nH]c(C)c(C(=O)Nc2cc(Cl)ccc2C)c1C,1.2,0.0,-2.3,2.2,-3.9,5.9,-3.2,1.5,-3.1,3.7
Cc1cccc(C(=O)NCCc2nnc(SCC(=O)Nc3nc(C)cs3)n2C)c1,-0.7,-0.3,-1.4,-5.7,-1.1,6.5,-1.4,-0.5,-1.3,5.2
COc1ccc(CCNC(=O)c2ccc(N3CCCCS3(=O)=O)cc2)cc1OC,-6.1,-0.1,0.1,1.8,-3.4,2.1,2.8,-3.4,-1.5,9.9
O=C(O)c1cc2ccccc2cc1Nc1ccccc1,3.9,-0.7,-1.0,-8.0,2.4,0.5,11.0,0.8,5.4,3.3
Cc1ccc(C)c(OC(C)C(=O)Nc2nccs2)c1 (configuration not stated),-0.6,-0.4,1.0,3.3,-5.2,1.2,-1.1,-3.6,-0.9,12.2
CC(Sc1ccc(Cl)cc1)C(=O)N(C)CC(=O)Nc1ccc(N2CCOCC2)cc1 (configuration not stated),-8.8,0.4,0.7,2.9,-0.3,-10.1,3.4,3.0,0.3,5.7
O=C1CSC(=S)N1Cc1ccccc1,-6.1,-0.1,0.1,-29.6,-6.7,-3.2,-23.0,2.1,8.6,-10.3
Cc1ccc2[nH]c(=S)cc(C)c2c1,1.5,0.0,-1.7,2.1,-1.7,0.2,2.6,-5.8,1.2,3.4
COCCCN=C(c1ccco1)n1c(=S)nc(-c2ccco2)n(CCCOC)c1=S,1.0,-0.3,-1.5,4.8,-2.9,6.9,-0.5,-7.0,9.0,-3.9
COc1ccc(NC(=O)CSc2ccc(-c3sc(C)nc3C)nn2)cc1OC,-0.5,0.0,1.6,3.2,-0.9,1.0,3.0,-0.2,-3.5,-4.9

# Source: PubChem BioAssay
